MEX-5 binding – MEX-5 zinc finger RNA-binding disruptors – biochemical, C. elegans, fluorescence polarization, MLPCN library, primary screen | MEX-5/FITC-TCR2 RNA binding; stronger effect = lower value | activity score (negative = inhibition of binding), % at 10 µM | actives 0.38% (n = 300,000) | AID 1832, 2009;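 active means inhibition past about -25% in most replicates, and total fluorescence under double the plate's negative control median, limit read from the data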;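 further: 0% = DMSO and -100% = 5 µM competing unlabeled TCR2 RNA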
GLD-1 TGE inh – GLD-1/TGE RNA complex disruptors, primary screen, biochemical, fluorescence polarization; purified GLD-1 + fluorescein TGE RNA; actives 0.44% (n = 320,000); AID 2280, 2010; Female germline-specific tumor suppressor gld-1 (Caenorhabditis elegans), Q17339; inhibition, % at 5.96 µM;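 active means percent inhibition above a per-plate cutoff, the plate mean of test compounds plus 3 SD, cut at about 30% in these data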;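 further: 0% = DMSO wells with GLD-1 and probe and 100% = wells lacking GLD-1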
ZTA counter – ZTA (EBV) inhibition in EBNA-1 counter-screen; P03206; ZTA-DNA binding, fluorescence polarization; inhibition, % at 11 µM; actives 0.15% (n = 320,000); AID 2234; in the data active means inhibition above about 33%
Target sequence (P03206 whole entry, looked up): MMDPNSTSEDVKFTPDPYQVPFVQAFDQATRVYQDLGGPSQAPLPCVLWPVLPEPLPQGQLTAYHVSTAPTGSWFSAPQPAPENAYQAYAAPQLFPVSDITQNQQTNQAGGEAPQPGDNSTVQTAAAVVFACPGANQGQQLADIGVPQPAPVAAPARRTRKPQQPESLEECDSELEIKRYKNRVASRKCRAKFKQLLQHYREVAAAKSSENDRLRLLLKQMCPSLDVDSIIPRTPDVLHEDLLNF
MCL1 BIM primary – inhibitors of MCL1 binding to BIM-BH3, primary screen, biochemical, fluorescence polarization. GST-MCL1 / FITC-Bim-BH3 fluorescence polarization. inhibition, % at 10.9 µM. actives 0.68% (n = 320,000). AID 2057, 2009;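 active means inhibition above the mean inhibition of all tested compounds plus 3 SD, set per campaign, cut at about 40% in these data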;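 further: 0% = DMSO wells and 100% = unlabeled Bim-BH3 peptide control; higher means more loss of mP so more displacement of Bim peptide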
Target sequence (Q07820 whole entry, looked up): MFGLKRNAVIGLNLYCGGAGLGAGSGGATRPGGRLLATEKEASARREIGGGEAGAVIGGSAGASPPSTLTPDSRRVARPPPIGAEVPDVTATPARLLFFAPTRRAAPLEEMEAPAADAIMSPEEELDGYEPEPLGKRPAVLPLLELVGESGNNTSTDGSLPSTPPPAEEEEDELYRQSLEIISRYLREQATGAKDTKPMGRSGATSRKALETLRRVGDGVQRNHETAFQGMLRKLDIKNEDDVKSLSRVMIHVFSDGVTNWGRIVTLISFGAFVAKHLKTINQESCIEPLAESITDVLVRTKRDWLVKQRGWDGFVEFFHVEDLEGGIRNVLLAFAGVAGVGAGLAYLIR
EBNA-1 inh – EBNA-1 DNA-binding inhibitors, primary screen, biochemical, fluorescence polarization; actives 0.34% (n = 300,000); inhibition, % at 14.8 µM; in the data active means inhibition above about 28%
BCLXL inh – inhibitors of human Bcl-xL, primary screen, biochemical, fluorescence polarization, HTS; Bcl-2-like protein 1 (Homo sapiens), Q07817; GST-Bcl-xL / FITC-Bim BH3 peptide fluorescence polarization; inhibition, % at 10.9 µM; actives 0.7% (n = 320,000); AID 2129, 2009;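 active means inhibition above the mean of all tested compounds plus 3 SD, cutoff set per campaign, cut at about 30% in these data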;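 further: 0% = DMSO wells and 100% = unlabeled Bim-BH3 peptide competitor; inhibitors lower millipolarization by displacing the labeled peptide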
Target sequence (Q07817 whole entry, looked up): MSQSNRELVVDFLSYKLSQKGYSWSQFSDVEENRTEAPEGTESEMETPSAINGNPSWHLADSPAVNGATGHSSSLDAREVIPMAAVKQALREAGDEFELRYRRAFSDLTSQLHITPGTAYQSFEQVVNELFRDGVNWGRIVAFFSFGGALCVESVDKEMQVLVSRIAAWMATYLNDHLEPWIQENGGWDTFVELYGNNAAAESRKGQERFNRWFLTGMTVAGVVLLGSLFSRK
Efflux pump mplx – inhibitors of Candida efflux pumps in yeast, primary screen, S. cerevisiae, Nile Red, multiplex; inhibition, % at 10 µM; S. cerevisiae Candida pump triplex; actives 0.44% (n = 330,000); AID 485275, 2010;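 active means plate passing quality check with inhibition over a set limit, or well fluorescence over plate mean plus 4 SD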;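 further: Nile Red retained in pooled yeast measured as flow cytometry median fluorescence; 0% = buffer negative control and 100% = Enniatin B positive control; higher means more Nile Red kept so more efflux inhibition; some compounds called inactive have numbers as strong as hits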
Yeast superoxide – reduction of superoxide in aged yeast, primary screen, HTS; S. cerevisiae aged cells, superoxide DHE fluorescence; stronger effect = lower value; actives 0.18% (n = 330,000); superoxide response (% of plate mean), % at 10 µM;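 active means superoxide response under a set limit, about three screen SD below normal, cut at about 65% in these data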;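 further: yeast aged for seven days with compound at 30 °C before DHE staining; 100% = average MFI of all compound-treated wells on the plate with controls excluded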
Fam108B inh – mouse Fam108B serine hydrolase inhibitors, primary screen, counter-screen for RBBP9 inhibitor project, biochemical, fluorescence polarization. AID 1947, 2009. inhibition, % at 9.51 µM. recombinant Fam108B, FP-Rh probe fluorescence polarization. actives 0.33% (n = 300,000);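 active means inhibition above the screen mean inhibition plus 3 SD, computed separately per campaign, cut at about 18% in these data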;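 further: inhibitors lower polarization as less probe binds the enzyme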
Active calls of the source: *; . = not tested or not shown.

compound	MEX-5 binding	EBNA-1 inh	BCLXL inh	MCL1 BIM primary	ZTA counter	Efflux pump mplx	Fam108B inh	Yeast superoxide	GLD-1 TGE inh
Cc1ccc(C)c(CN2C(=O)c3ccccc3S(=O)c3ccc(C(=O)N4CCN(c5ccccn5)CC4)cc32)c1 (stereo not drawn)	0.1	1	1	0	-4	-0.1	1	89	0
Cc1ccccc1NS(=O)(=O)c1cc(C(=O)N2CCCC2)ccc1Cl	5.1	14	1	-4	-14	0.0	3	102	-2
COc1cc(Cn2c(-c3nonc3N)nc3ccccc32)ccc1C	1.1	20	1	0	20	-0.3	-3	91	7
COc1cc(F)ccc1S(=O)(=O)n1c(C)nc2ccccc21	-1.5	1	3	-4	4	0.1	3	90	10
O=C(O)c1ccc(-n2cccc2/C=C2/NC(=O)N(c3ccccc3)C2=O)cc1	-16	0	3	39	-7	0.0	20*	108	5
COCCn1c(-c2ccccc2F)n[nH]c1=S	-2.6	8	-8	-16	-2	-0.1	-2	90	-10
CCc1nc(SCc2ccc(Br)cc2)n[nH]1	2.8	0	3	1	7	0.0	2	104	-1
CCN=C(NCC)SC1CC(=O)N(CCc2ccccc2)C1=O (stereo not drawn)	-2.0	0	4	-3	4	0.2	-2	87	-5
O=C1NCCN(Cc2ccc(Cl)c(F)c2)C1CC(=O)N1CCCCO1 (stereo not drawn)	-2.2	-5	24	29	-2	0.2	7	96	12
O=C(CN1C(=O)CCC1=O)Nc1cccc2c1C(=O)NC2=O	-0.6	-11	6	6	-4	0.1	-2	103	1
c1ccc(Nc2nc(-c3cccnc3)cs2)nc1	-1.4	15	1	-1	-9	0.0	0	92	-6
Cc1ccc(NC(=O)CSc2n[nH]c(-c3ccncc3)n2)c(C)c1	0.5	-17	1	4	-1	0.0	1	131	5
COc1cc(NS(=O)(=O)c2ccc(NC(=O)c3cccnc3)cc2)ncn1	2.0	4	9	8	-8	0.0	4	86	2
CCOc1ccc(/C=N/Nc2ccc(C(F)(F)F)cc2[N+](=O)[O-])cc1O	-3.6	4	5	17	-10	-0.6	4	101	8
Cc1cc(C)c(S(=O)(=O)c2cccc(Cl)c2)c(Cl)n1	-1.5	0	3	3	-22	0.0	6	98	-5
C=CCNC(=S)N/N=C1\CCS(=O)(=O)c2ccccc21	-0.6	-14	4	4	-6	0.8	-2	112	-3
CSc1nc(N)nc(SCC(=O)OC(C)C)c1C#N	0.5	-4	1	-4	-1	0.0	0	99	4
CCN1CCN(C(=O)CCNC(=O)Cn2ccc3ccccc3c2=O)CC1	0.8	-2	3	-3	2	0.0	-3	100	4
CCOc1ccc(NS(=O)(=O)c2ccc(NC(=O)C3CC3)cc2)cc1	-1.8	-4	0	5	2	-0.2	8	99	-1
CCOc1ccc2c(c1)[nH]c(=S)n2C	-0.2	-8	-35	-16	5	0.2	0	84	-6
Cc1cc(C)c(S(=O)(=O)Nc2nnc(C3CCCCC3)s2)c(C)c1	1.2	26	2	5	-6	0.1	-1	88	7
CCCc1cc2c(cc1NC(=O)c1ccccc1C)OCO2	-0.4	-1	4	-3	-7	0.1	3	100	0
CN(C(=O)c1cccc(C#CC(C)(C)O)c1)C1CCCN(Cc2ccccc2F)C1 (stereo not drawn)	-0.1	-2	7	10	-5	-0.1	-2	98	1
Cc1cccc(NC(=O)CCCN2C(=O)c3cccc4cccc(c34)C2=O)c1	-0.4	8	1	2	9	-0.1	-1	75	5
CCCCN(C(=O)c1ccc(C#N)cc1)c1c(N)n(CCC)c(=O)[nH]c1=O	-0.6	-5	3	5	-1	-0.1	-1	110	6
CN(c1ncc(C(F)(F)F)cc1Cl)n1cc(C(N)=O)c2ccccc2c1=O	-1.8	9	2	1	7	-0.1	5	113	7
COc1ccc(NC(=O)c2cnn3c(C(F)(F)F)cc(-c4ccco4)nc23)cc1OC	-0.9	-8	11	12	-21	0.0	1	102	2
CC#CCc1cc2ccccc2c(=O)o1	0.7	7	7	11	-5	-0.1	0	93	2
CCC(=O)N(Cc1cc2cccc(C)c2[nH]c1=O)c1ccccc1OC	-0.8	-3	1	-1	-5	0.1	5	84	6
CCOc1ncccc1C(=O)NCCc1ccc(Cl)cc1	-0.7	13	3	-5	6	-0.1	0	101	-1
CN1CCC(=NNc2ccc(S(=O)(=O)N3CCOCC3)cc2[N+](=O)[O-])CC1	-3.3	-4	2	12	-16	-0.3	4	79	5
N/C(=N\OC(=O)CC1CCCCC1)c1ccccc1	3.2	-13	-3	-1	-11	0.2	6	108	1
CS(=O)(=O)c1ccc2nc(NC(=O)CN3C(=O)NC4(CCCC4)C3=O)sc2c1	0.9	-1	1	-16	9	0.1	8	103	-6
O=C(NC(=S)N1CCOCC1)c1ccccc1Cl	2.3	-2	2	14	-8	0.0	4	109	-2
N=c1c(C(=O)NCC2CCCO2)cc2c(=O)n3ccccc3nc2n1Cc1ccccc1Cl (stereo not drawn)	-46*	-20	0	-1	-12	-0.3	-1	98	-5
CCOC(=O)c1cn(CC(=O)Nc2ccc3c(c2)OCCO3)nn1	-0.6	9	3	-1	15	0.1	0	102	4
O=C(Cc1ccccc1F)Nc1nc(-c2cccnc2)cs1	2.6	-1	5	0	-2	-0.2	-5	111	-7
Nc1c(N=Nc2cccc(Cl)c2)c(=O)[nH]n1-c1ccccc1	-1.3	0	4	2	-3	0.0	2	105	4
COc1ccc(C2CC(=O)n3c(nc4ccccc43)S2)cc1OC (stereo not drawn)	0.5	8	-22	-26	-8	-0.3	1	104	-2
CCCCCCCCOC1OC(CO)C(O)C(O)C1NC(C)=O (stereo not drawn)	-1.6	-3	4	4	12	0.2	1	101	1
COC(=O)c1[nH]c2ccc(Cl)cc2c1NC(=O)c1ccccc1[N+](=O)[O-]	0.1	18	1	5	9	0.0	3	107	-4
C[C@@H](C(=O)NCc1ccccc1)[C@H]1C[C@]1(C)[C@H](NC(=O)OCc1ccccc1)c1ccccc1	-2.8	10	2	4	0	0.6	5	94	4
COc1ccc(C2(c3ccc(OC)cc3)NC(=O)N(CC(=O)Nc3ccc(N4CCOCC4)cc3)C2=O)cc1	3.2	-18	0	-2	-4	0.1	5	104	3
COCCC(=O)N1CCC(Oc2ccc(C(=O)NCCc3cnn(C)c3)cc2)CC1	-2.3	-1	-3	-3	8	0.0	-1	91	-7
N#Cc1cc2c(nc1SCC(=O)Nc1sc3c(c1C#N)CCC3)CCCCCC2	-0.1	3	4	-2	-1	0.1	-1	118	4
Cn1c(SCC(=O)NCc2ccco2)nnc1-c1c[nH]c2ccccc12	-0.6	5	-2	-4	-23	-0.1	4	104	1
Cc1ccc(C)c(OCCCN2CCc3ccccc3C2)c1	0.9	-5	7	7	3	0.0	4	107	1
COCCNC(=O)C(c1cccs1)N(CCc1ccccc1)C(=O)Cn1nnc2ccccc21 (stereo not drawn)	-0.2	-3	6	10	3	-0.1	-1	99	3
CCOC(=O)c1c(NC(=O)c2nn(CC)cc2Br)sc(C)c1C	3.0	-7	5	8	-1	-0.1	1	111	0
CN(C)/C=C/C(=O)c1cccc(Oc2ncccn2)c1	0.5	8	0	1	18	-0.1	2	97	-3
O=C1/C(=C/c2ccc([N+](=O)[O-])cc2)C=C(c2ccccc2)N1c1ccc(O)cc1	3.4	1	-3	2	6	0.0	8	100	-2
O=C(CSc1nnc(-c2c[nH]c3ccccc23)n1-c1ccc(F)cc1)NCc1ccco1	0.4	-2	-11	-14	-8	-1.2	2	94	4
COc1ccc(-c2csc(Nc3cccnc3)n2)cc1OC	-1.2	-2	2	5	-8	-0.1	0	83	1
COc1ccc(CN2CCOCC2)cc1Br	-3.4	-9	3	-5	-5	0.1	0	88	5
CCOc1ccccc1NC(=O)c1ccc(Cl)c(NC(=O)CC(c2ccccc2)c2ccccc2)c1	0.1	3	1	-7	-1	0.2	-20	94	-1
O=C(Cn1cc2c(n1)CCCCC2)Nc1c(F)cc(F)cc1Br	0.0	0	7	0	0	-0.1	-1	96	0
COc1ccc(NC(=O)COc2ccccc2F)cc1S(=O)(=O)N1CCCCC1	-3.9	-18	-2	0	-3	0.1	-9	111	3
O=C(CN1C(=O)CCC1=O)c1ccc(-c2ccccc2)cc1	.	1	0	5	6	0.1	-2	121	3
O=C(NNC(=O)C1CCCO1)c1ccc(Cl)cc1 (stereo not drawn)	-0.7	9	11	2	-4	0.0	0	106	-6
COc1ccc(-n2c(SCc3ccc(C#N)cc3)nnc2-c2ccccn2)cc1	-3.1	0	-11	-13	11	0.0	0	98	2
CCOC(=O)c1cc(CC)sc1NC(=O)COC(=O)C1CCC1	-0.7	8	2	-4	-10	-0.6	-3	116	1
CC(OC(=O)c1ccc(S(=O)(=O)N(C)c2ccccc2)cc1)C(=O)NCCC1=CCCCC1 (stereo not drawn)	0.8	4	10	-5	-5	0.3	0	109	1

Screens deposited in PubChem by several laboratories.
